NCI-60 one-dose screen, 48 h, at 10 µM unless noted. Numbers give growth in % (100 = growth as untreated, 0 = no growth, -100 = all killed).
A549/ATCC: A549/ATCC NSCLC | 81,000 tested, 3.7% active
MOLT-4: MOLT-4 leukemia cells | 80,000 tested, 6.9% active | AID 1794779
RPMI-8226: RPMI-8226 leukemia cells. 77,000 tested, 7.5% active. AID 1794781
HOP-92: HOP-92 NSCLC cells; 71,000 tested, 6.3% active
HOP-62: HOP-62 NSCLC. 80,000 tested, 3.9% active. AID 1794735
CCRF-CEM: CCRF-CEM leukemia | 77,000 tested, 7% active
M14: M14 melanoma. 80,000 tested, 6.2% active. AID 1794745
EKVX: EKVX NSCLC. 71,000 tested, 3% active. AID 1794765
An asterisk follows results filed as active; & = joins results of further samples. Rule for the calls: active = growth percent below 10; inactive = the rest. Random draw from the library. Share with any hit: about 12%.

`C#CCOc1c(OC)cc2c3c1-c1cc4c(cc1CC3OCC2)OCO4` (configuration not stated) gave A549/ATCC 87, MOLT-4 86, RPMI-8226 78, HOP-92 94, HOP-62 105, CCRF-CEM 80 and M14 100.
`COc1cc(F)c(/C=C/c2cc(/C=C/c3cc(OC)c(OC)cc3F)n(-c3ccccc3)n2)cc1OC` gave A549/ATCC 83, MOLT-4 69, RPMI-8226 75, HOP-92 77, HOP-62 110, CCRF-CEM 88, M14 95 and EKVX 89.
For CC(C)Cc1ccc(C(C)C(=O)NCc2ccc(Cn3c(=O)sn(CCI)c3=O)cc2)cc1 (configuration not stated) the results were A549/ATCC 95, MOLT-4 78, RPMI-8226 87, HOP-92 83, CCRF-CEM 32, M14 91 and EKVX 92.
For CC(C)(C)c1ccc(C(=O)Nc2ccc(C(=O)NNC(=O)CCCCCCCC(=O)NNC(=O)c3ccc(NC(=O)c4ccc(C(C)(C)C)cc4)cc3)cc2)cc1 the results were A549/ATCC 67, MOLT-4 70, RPMI-8226 89, HOP-92 80, HOP-62 78, CCRF-CEM 74, M14 34 and EKVX 89.
`O=c1[nH]c(N2CCc3ccccc3C2)nc2scc(-c3ccccc3)c12` gave A549/ATCC 98, MOLT-4 95, RPMI-8226 106, HOP-92 92, HOP-62 102, CCRF-CEM 105, M14 97 and EKVX 91.
For CC(C)CN1CC(C)C(=O)N(c2ccccc2)C1=O (configuration not stated) the results were A549/ATCC 104, MOLT-4 75, RPMI-8226 82, HOP-92 87, HOP-62 99, CCRF-CEM 84, M14 106 and EKVX 103.
`O=C(CC(C[N+](=O)[O-])c1ccccc1)c1ccccc1` (configuration not stated) gave A549/ATCC 108, MOLT-4 90, RPMI-8226 118, HOP-92 99, HOP-62 95, CCRF-CEM 108, M14 109 and EKVX 105.
Screening CCc1cccc(CC)c1NC(=O)c1ccc(CN2CCc3ccccc3C2)cc1 returned A549/ATCC 94, MOLT-4 99, RPMI-8226 94, HOP-92 88, HOP-62 88, CCRF-CEM 102 and M14 92.
`CSc1nc(Oc2ccc(NC(C)=O)cc2)c(C#N)c(-c2cccc([N+](=O)[O-])c2)n1` gave A549/ATCC 104, MOLT-4 85, RPMI-8226 92, HOP-92 95, HOP-62 94, CCRF-CEM 98, M14 97 and EKVX 86.
For C[S+](C)CCCN the results were A549/ATCC 108, MOLT-4 99, RPMI-8226 102, HOP-92 133, HOP-62 115, CCRF-CEM 93 and M14 102.
CCOC(=O)Sc1nc2ncncc2[nH]1 was read as A549/ATCC 110, MOLT-4 106, RPMI-8226 112, HOP-92 110, HOP-62 107, CCRF-CEM 109, M14 113 and EKVX 107.
`Cc1[nH]n(C(=O)c2ccncc2)c(=O)c1N=Nc1ccc(O)c(C(=O)O)c1` gave A549/ATCC 22, MOLT-4 87, RPMI-8226 52, HOP-92 63, HOP-62 -3.2*, CCRF-CEM -36*, M14 114 and EKVX 127.
For CS(=O)(=O)c1ccc(-c2cnc3ccc(-c4cccc(C(F)(F)F)c4)nn23)cc1 the results were A549/ATCC 61, MOLT-4 20, RPMI-8226 53, HOP-92 80, HOP-62 98, CCRF-CEM 40, M14 79 and EKVX 76.
O=c1c(F)cn2c(=O)n1Cc1ccccc1C2 was read as A549/ATCC 43, MOLT-4 67, RPMI-8226 67, HOP-92 63, HOP-62 96, CCRF-CEM 93, M14 96 and EKVX 93.
O=C1NC(=S)S/C1=C\c1ccccc1Cl was read as A549/ATCC 92, MOLT-4 97, RPMI-8226 73, HOP-92 62, HOP-62 85, CCRF-CEM 85, M14 92 and EKVX 94.

Reprinted from the results shown for reference:
`C#CCOc1c(OC)cc2c3c1-c1cc4c(cc1CC3OCC2)OCO4` (configuration not stated) gave A549/ATCC 87, MOLT-4 86, RPMI-8226 78, HOP-92 94, HOP-62 105, CCRF-CEM 80 and M14 100.
`COc1cc(F)c(/C=C/c2cc(/C=C/c3cc(OC)c(OC)cc3F)n(-c3ccccc3)n2)cc1OC` gave A549/ATCC 83, MOLT-4 69, RPMI-8226 75, HOP-92 77, HOP-62 110, CCRF-CEM 88, M14 95 and EKVX 89.
For CC(C)Cc1ccc(C(C)C(=O)NCc2ccc(Cn3c(=O)sn(CCI)c3=O)cc2)cc1 (configuration not stated) the results were A549/ATCC 95, MOLT-4 78, RPMI-8226 87, HOP-92 83, CCRF-CEM 32, M14 91 and EKVX 92.
For CC(C)(C)c1ccc(C(=O)Nc2ccc(C(=O)NNC(=O)CCCCCCCC(=O)NNC(=O)c3ccc(NC(=O)c4ccc(C(C)(C)C)cc4)cc3)cc2)cc1 the results were A549/ATCC 67, MOLT-4 70, RPMI-8226 89, HOP-92 80, HOP-62 78, CCRF-CEM 74, M14 34 and EKVX 89.
`O=c1[nH]c(N2CCc3ccccc3C2)nc2scc(-c3ccccc3)c12` gave A549/ATCC 98, MOLT-4 95, RPMI-8226 106, HOP-92 92, HOP-62 102, CCRF-CEM 105, M14 97 and EKVX 91.
For CC(C)CN1CC(C)C(=O)N(c2ccccc2)C1=O (configuration not stated) the results were A549/ATCC 104, MOLT-4 75, RPMI-8226 82, HOP-92 87, HOP-62 99, CCRF-CEM 84, M14 106 and EKVX 103.
`O=C(CC(C[N+](=O)[O-])c1ccccc1)c1ccccc1` (configuration not stated) gave A549/ATCC 108, MOLT-4 90, RPMI-8226 118, HOP-92 99, HOP-62 95, CCRF-CEM 108, M14 109 and EKVX 105.
Screening CCc1cccc(CC)c1NC(=O)c1ccc(CN2CCc3ccccc3C2)cc1 returned A549/ATCC 94, MOLT-4 99, RPMI-8226 94, HOP-92 88, HOP-62 88, CCRF-CEM 102 and M14 92.
`CSc1nc(Oc2ccc(NC(C)=O)cc2)c(C#N)c(-c2cccc([N+](=O)[O-])c2)n1` gave A549/ATCC 104, MOLT-4 85, RPMI-8226 92, HOP-92 95, HOP-62 94, CCRF-CEM 98, M14 97 and EKVX 86.

(next part)
COc1cccc2ncc(C)c(=O)n12 was read as A549/ATCC 94, MOLT-4 101, RPMI-8226 104, HOP-92 94, HOP-62 93, CCRF-CEM 98, M14 103 and EKVX 94.
CC1(C)c2nccnc2C[C@]2(C)[C@H]3CC[C@@H]4[C@@H]([C@@]5(C)CCC(=O)O5)CC[C@@]4(C)[C@]3(C)CC[C@@H]12 was read as A549/ATCC 88, MOLT-4 93, RPMI-8226 108, HOP-92 114, HOP-62 94, CCRF-CEM 126, M14 102 and EKVX 98.
Screening Clc1ccc(/C=N/N=C(N/N=C/c2ccc(Cl)cc2Cl)N/N=C/c2ccc(Cl)cc2Cl)c(Cl)c1 returned A549/ATCC 99, MOLT-4 115, RPMI-8226 113, HOP-62 99, CCRF-CEM 102, M14 102 and EKVX 108.
C=C(C)[C@@H]1CC[C@]2(C(=O)O)CC[C@]3(C)[C@H](CC[C@@H]4[C@@]5(C)Cc6cc(Cc7ccccc7)oc6C(C)(C)[C@@H]5CC[C@]43C)[C@@H]12 was read as A549/ATCC 53, MOLT-4 57, RPMI-8226 50, HOP-92 80, HOP-62 83, CCRF-CEM 58, M14 83 and EKVX 72.
`CC(=O)Oc1cccc(C(=O)O)c1OC(C)=O` gave A549/ATCC 99, MOLT-4 105, HOP-62 103, M14 95 and EKVX 100.
Screening CN(Cc1ccccc1)c1nc(Cl)c(C2CC(c3ccc(Br)cc3)=Cc3[nH][nH]c(=O)c32)s1 (configuration not stated) returned A549/ATCC 102, MOLT-4 103, RPMI-8226 104, HOP-92 105, HOP-62 103, CCRF-CEM 105, M14 85 and EKVX 102.
For COc1ccc2ccc3ccc(OC)c(OC(C)=O)c3c2c1 the results were A549/ATCC 96, MOLT-4 82, RPMI-8226 83, HOP-62 113, CCRF-CEM 94, M14 117 and EKVX 100.
c1ccc(CCc2ccccn2)cc1 was read as A549/ATCC 108, MOLT-4 93, HOP-62 102, CCRF-CEM 99, M14 92 and EKVX 102.
Screening O=C=Nc1ccccc1[N+](=O)[O-] returned A549/ATCC 92, MOLT-4 113, RPMI-8226 127, HOP-62 104, CCRF-CEM 101, M14 117 and EKVX 104.
For Cc1cc2c(cc1C)C(=O)c1ccccc1C2=O the results were A549/ATCC 96, MOLT-4 100, RPMI-8226 96, HOP-92 87, HOP-62 92, CCRF-CEM 102, M14 117 and EKVX 97.
Screening C=C1C(=O)O[C@H]2[C@H]1CC/C(COC(=O)NCc1ccc(Cn3c(=O)sn(CCCC)c3=O)cc1)=C\CC[C@@]1(C)O[C@@H]21 returned A549/ATCC 94, MOLT-4 1.1*, RPMI-8226 -16*, HOP-92 -6.8*, HOP-62 92, CCRF-CEM -22*, M14 6.3* and EKVX 91.
Screening Cc1ccc(S(=O)(=O)NC(CCCNC(=O)OCc2ccccc2)C(=O)O)cc1 (configuration not stated) returned A549/ATCC 104, MOLT-4 81, RPMI-8226 107, HOP-92 71, HOP-62 112, CCRF-CEM 100 and M14 98.
For Cc1ccc(C(=O)c2ccc(C)cc2)cc1 the results were A549/ATCC 101&88, MOLT-4 98&83, RPMI-8226 96&87, HOP-92 74&59, HOP-62 98&92, CCRF-CEM 93&92, M14 101 and EKVX 101&93.
`CCCCCCCn1cc2c(NCCc3cccc(Br)c3)ncnc2n1` gave A549/ATCC 96, MOLT-4 64, RPMI-8226 70, HOP-92 79, HOP-62 89, CCRF-CEM 81, M14 93 and EKVX 84.
For O=C(COc1ccc(/C=C2\CCc3ccccc3C2=O)cc1)c1ccc([N+](=O)[O-])cc1 the results were MOLT-4 83, RPMI-8226 101, HOP-92 106, HOP-62 102, CCRF-CEM 86, M14 99 and EKVX 102.
For CC(=O)Nc1cc(S(=O)(=O)O)cc2cc(S(=O)(=O)O)c(N=Nc3ccccc3)c(O)c12 the results were A549/ATCC 97&108, MOLT-4 95&111, RPMI-8226 96&104, HOP-92 102&82, HOP-62 99&140, CCRF-CEM 91&98, M14 98&103 and EKVX 113&115.
For CCOC(=O)CC(O)(CC(=O)OCC)C(=O)OCC the results were A549/ATCC 101, MOLT-4 102, RPMI-8226 114, HOP-92 103, CCRF-CEM 105, M14 101 and EKVX 99.
`COC(=O)Nc1ccc(NC(=O)OC)cc1` gave A549/ATCC 70, MOLT-4 100, RPMI-8226 89, HOP-92 85, HOP-62 78, CCRF-CEM 68, M14 84 and EKVX 103.
`COc1cc(/C=N/NC(=O)c2ccc(OCc3nc4ccc(Cl)cc4[nH]3)cc2)cc(OC)c1OC` gave A549/ATCC 59, MOLT-4 12, RPMI-8226 2.8*, HOP-92 118, HOP-62 64, CCRF-CEM 3.8*, M14 43 and EKVX 33.
Screening Cc1[nH]c(C(=O)N2CCOc3ccc(S(=O)(=O)N4CCOCC4)cc32)c2c1C(=O)CCCC2 returned A549/ATCC 83, MOLT-4 91, RPMI-8226 83, HOP-92 78, HOP-62 80, CCRF-CEM 94, M14 88 and EKVX 89.
Screening CCCCNC(=O)c1cc([N+](=O)[O-])cc(C2CCCCC2)c1O returned A549/ATCC 32, MOLT-4 27, RPMI-8226 17, HOP-92 -14*, HOP-62 58, CCRF-CEM 37, M14 44 and EKVX 34.
O=C1C2C3C=CC(O3)C2C(=O)N1c1ccccc1 (configuration not stated) was read as A549/ATCC 103&96, MOLT-4 101&114, RPMI-8226 117&105, HOP-92 117&96, HOP-62 113&102, CCRF-CEM 112&104, M14 109&99 and EKVX 106&108.
Screening O=C(CCNc1nc2ccccc2[nH]1)Nc1nc2ccccc2[nH]1 returned A549/ATCC 96, MOLT-4 116, RPMI-8226 105, HOP-92 80, HOP-62 102, CCRF-CEM 109 and M14 104.
`CCOC(=O)c1cnn(CC(O)CC)c1NC(=O)NCc1ccc(F)cc1` (configuration not stated) gave A549/ATCC 92, MOLT-4 87, RPMI-8226 71, HOP-92 90, HOP-62 105, CCRF-CEM 70, M14 92 and EKVX 101.
Screening Cn1cc(-c2csc(-c3cn(CCN)c4ccccc34)n2)c2cccnc21 returned A549/ATCC 40, MOLT-4 10, RPMI-8226 51, HOP-92 38, HOP-62 40, CCRF-CEM 8.2*, M14 43 and EKVX 50.
COc1cccc(-c2nc3sccn3c2-c2ccnc(NCCCNS(=O)(=O)c3cccc(Cl)c3)c2)c1 was read as A549/ATCC 36, MOLT-4 9.9*, RPMI-8226 -9.7*, HOP-92 49, HOP-62 65, CCRF-CEM 18, M14 31 and EKVX 41.
`Oc1ccc(C2CCc3ccccc32)cc1` (configuration not stated) gave A549/ATCC 43, RPMI-8226 87, HOP-92 70, HOP-62 87, CCRF-CEM 83, M14 109 and EKVX 80.
`COc1ccc(N=Nc2c(N)nn3c(-c4ccc(OC)cc4)ccnc23)cc1` gave A549/ATCC 93, MOLT-4 63, RPMI-8226 47, HOP-92 81, HOP-62 97, CCRF-CEM 54, M14 92 and EKVX 80.
Screening O=C(CNc1nc2ccccc2[nH]1)Nc1nc2ccccc2[nH]1 returned A549/ATCC 96, MOLT-4 113, RPMI-8226 84, HOP-92 82, HOP-62 92, CCRF-CEM 81 and M14 98.
`O=C1c2cc3c(cc2-c2c1c1cc(Cl)c(Cl)cc1c(=O)n2CCCn1ccnc1)OCO3` gave A549/ATCC 3.2*, MOLT-4 -25*, RPMI-8226 -0.2*, HOP-92 30, HOP-62 -19*, CCRF-CEM 2.9*, M14 -11* and EKVX 36.
`O=C1NC(=S)S/C1=C\N1N=C(c2ccc(F)cc2)CC1c1ccc(F)cc1` (configuration not stated) gave A549/ATCC 98, MOLT-4 99, RPMI-8226 97, HOP-92 97, HOP-62 103, CCRF-CEM 107, M14 104 and EKVX 104.
For CCSc1nc(-c2cnccn2)cc(-c2cccs2)c1C#N the results were A549/ATCC 97, MOLT-4 88, RPMI-8226 105, HOP-92 74, HOP-62 74, M14 106 and EKVX 54.
